CDK5 inh: CDK5/p35 (human) kinase inhibition; Q00535+Q15078; actives 0.01% (n = 330,000); inhibition, % at 10 µM; Recombinant CDK5/p35, ADP-Glo luminescence, 60 min;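 active means highest replicate inhibition of at least 50% and at least 75% of replicates reaching 50%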;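 further: plate controls were DMSO neutral control for no effect and GW8510 at 10 µM for full effect; many of its hits are not listed in these tables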
PvdQ acylase: P. aeruginosa PvdQ acylase inhibition; purified PvdQ acylase, fluorescence plate reader; inhibition, % at 10 µM; actives 0.063% (n = 340,000); in the data active means inhibition above about 30%, passing the limit was not always enough;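 further: 0% = vehicle neutral wells and 100% = reference inhibitor wells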
Rtt109 Vps75: inhibitors of Candida albicans Rtt109/Vps75 histone acetyltransferase | Q5AAJ8 | purified Rtt109/Vps75, ThioGlo CoA-SH fluorescence, 4 h | inhibition, % at 34.9 µM | actives 0.16% (n = 330,000) | AID 540336;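 active means inhibition of at least 50% in every replicate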
dFosB activator: enhances mouse delta FosB homodimer DNA binding | purified delta FosB, TAMRA-CDK5 oligo fluorescence polarization; percent of positive-control signal above neutral wells | activation, % at 25 µM | actives 0.99% (n = 340,000);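 active means mean activation above about 17%, with every replicate also reaching it, limit read from the data, passing the limit was not always enough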;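 further: fluorescence polarization rise as delta FosB binds a TAMRA Cdk5 AP-1 oligo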
RTF Ca sens act: increases calcium sensitivity of human cardiac regulated thin filaments | P19429+P45379 | IANBD-labeled TnC RTF fluorescence at EC20 calcium; 0% EC20 calcium, 100% full calcium | activation, % at 7.2 µM | actives 0.24% (n = 340,000) | AID 493008;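 active means activation above the mean over all tested compounds plus 3 SD, cut at about 30% in these data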;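 further: rise in fluorescence read as greater calcium sensitivity of cardiac thin filaments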
SR-BI DiI inh: inhibitors of mouse SR-BI mediated HDL lipid uptake | Q61009 | ldlA[mSR-BI] CHO cells, DiI-HDL uptake fluorescence, 3 h | inhibition, % at 12.5 µM | actives 0.96% (n = 320,000);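 active means mean replicate inhibition of at least 70% and a set share of replicates each scoring 70 or more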;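 further: 0% = median of neutral control wells and 100% = median of positive control wells; values of inactives mirror those of a sister screen read the other way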
Target sequence (Q61009 whole entry, looked up): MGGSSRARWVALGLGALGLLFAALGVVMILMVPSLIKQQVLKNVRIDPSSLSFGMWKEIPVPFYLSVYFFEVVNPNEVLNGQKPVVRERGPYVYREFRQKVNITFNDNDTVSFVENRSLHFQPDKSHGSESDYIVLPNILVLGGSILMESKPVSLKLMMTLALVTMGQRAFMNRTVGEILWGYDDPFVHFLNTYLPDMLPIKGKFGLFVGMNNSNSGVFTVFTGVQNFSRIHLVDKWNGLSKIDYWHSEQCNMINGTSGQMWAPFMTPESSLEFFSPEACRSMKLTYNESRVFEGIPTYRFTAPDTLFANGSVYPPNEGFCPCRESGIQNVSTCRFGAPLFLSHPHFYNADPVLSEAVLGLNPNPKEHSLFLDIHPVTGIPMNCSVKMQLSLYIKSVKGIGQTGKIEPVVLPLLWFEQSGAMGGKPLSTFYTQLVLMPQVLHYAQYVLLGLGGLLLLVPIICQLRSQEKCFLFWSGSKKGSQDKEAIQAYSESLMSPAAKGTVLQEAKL
Wnt bcat act: activators of Wnt/beta-catenin signaling. Wnt/beta-catenin reporter cell assay, activator, plate reader. activation, % at 9.35 µM. actives 1.2% (n = 300,000); in the data active means activation above about 30%, passing the limit was not always enough;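 further: 0% = neutral control wells and 100% = positive control wells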
SR-BI DiI-HDL act: activators of SR-BI mediated HDL lipid uptake; actives 0.096% (n = 320,000); activation, % at 12.5 µM; CHO ldlA[mSR-BI] cells, DiI-HDL uptake fluorescence, 3 h; 100 = double the neutral-control signal;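 active means mean replicate activation of at least 60% and every replicate at or above 60%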;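 further: 0% = median plate neutral-control signal and 100% = twice that signal; values of inactives mirror those of a sister screen read the other way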
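Material: SR-BI-overexpressing, LDLR-lacking CHO cells | Dosing: Single compound concentration, delivered by pin transfer | Probe or stimulus: Labelled HDL, 10 µg/mL | Signal: Bottom-read cell fluorescence after medium removal, ex 550/em 595 nm | Schedule: 3 h, 37 °C | Evaluation: HDL uptake via cellular fluorescence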
MITF act: MITF TRPM1 promoter activation in melanoma cells. AID 588334. activation, % at 12.5 µM. actives 0.75% (n = 300,000). SK-MEL-5 TRPM1-promoter luciferase, 24 h; % of positive control, neutral wells = 0;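 active means mean activation of at least 80% with every replicate also reaching 80%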;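 further: 0% = neutral control wells and 100% = parthenolide positive control wells; values of inactives mirror those of a sister screen read the other way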
HTR5A ag: activates human HTR5A in OPRM1-OPRD1 agonist counter-screen | HTR5A agonist assay, luminescence, cell-based | activation, % at 9.3 µM | actives 0.61% (n = 340,000); in the data active means activation mostly above about 9.5%, no sharp cut-off; inactive means mostly below about 7.6%;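 further: 0% = cells with vehicle only and 100% = reference agonist; strong numbers were not always called active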
Target sequence (P47898 whole entry, looked up): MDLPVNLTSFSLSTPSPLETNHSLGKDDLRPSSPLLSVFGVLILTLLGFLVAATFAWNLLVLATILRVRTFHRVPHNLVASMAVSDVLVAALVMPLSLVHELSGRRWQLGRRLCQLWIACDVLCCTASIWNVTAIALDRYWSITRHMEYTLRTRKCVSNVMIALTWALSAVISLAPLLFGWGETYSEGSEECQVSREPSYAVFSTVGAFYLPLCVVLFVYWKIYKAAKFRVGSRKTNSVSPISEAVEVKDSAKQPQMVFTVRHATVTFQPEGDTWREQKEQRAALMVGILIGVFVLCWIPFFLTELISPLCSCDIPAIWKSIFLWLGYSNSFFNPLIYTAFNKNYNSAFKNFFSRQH
The depositor's hits bear a star; · = not tested or not shown.

Results follow in this order: PvdQ acylase	RTF Ca sens act	CDK5 inh	SR-BI DiI-HDL act	SR-BI DiI inh	HTR5A ag	dFosB activator	Wnt bcat act	MITF act	Rtt109 Vps75
(1) c1ccc(-c2nc(C3CCCCC3)no2)cc1
  1	-5	-0.5	-2	2	0	2	·	·	35
(2) CCCCN(CC(=O)NCc1ccc(F)cc1)C(=O)c1ccco1
  2	0	1.0	0	0	-4	-2	1	4	·
(3) CCOc1ccc(-c2nc(CCl)cs2)cc1OC
  -11	3	0.3	0	0	6	-12	13	24	12
(4) O=c1cc(CN2CCN(c3ccccc3)CC2)nc2scc(-c3ccccc3)n12
  -4	5	1.8	-23	23	-7	-11	-4	-11	0
(5) Cc1ccc(N=C(NO)c2cnccc2C(F)(F)F)c(C)c1
  -14	-4	-1.4	·	·	0	-4	1	-1	4
(6) O=C(CSc1nnc(-c2ccco2)o1)NCCc1ccccc1
  -4	1	-1.9	-7	7	-2	-6	1	-6	1
(7) S=c1[nH]c2cc3ccccc3cc2[nH]1
  1	2	5.1	·	·	3	0	-9	-4	4
(8) C/C(=N\NC(=O)C1CC1)c1ccc(Cl)c(Cl)c1
  17	1	2.3	-3	3	-2	-3	-1	17	-7
(9) Cc1ccc2[nH]c(=O)c(-c3nc4ccccn4c3NCc3ccco3)cc2c1
  12	-4	2.1	-8	8	-3	-3	55*	14	7
(10) O=C(c1ccc(C(F)(F)F)cc1)C1CCCN(C(=O)c2csnn2)C1 (configuration not stated)
  -20	0	-2.3	·	·	2	-12	0	0	7
(11) Brc1cccc(-c2nc(-c3ccncc3)no2)c1
  -11	1	1.5	33	-33	5	-21	-3	69	0
(12) COc1ccc(CC(NC(C)=O)C(=O)NC2CCN(C(=O)c3cc(OC)c(OC)c(OC)c3)CC2)cc1 (configuration not stated)
  -3	1	-0.7	·	·	4	-9	0	-8	-4
(13) Cn1ncc(Br)c1NC(=O)c1ccco1
  -4	5	1.0	22	-22	-1	1	·	-7	-2
(14) COc1ccccc1NS(=O)(=O)c1ccc2oc(=S)[nH]c2c1
  -2	-3	-0.9	·	·	-1	-2	-3	-9	-3
(15) N#Cc1nc(-c2ccccc2)oc1NCCN1CCCCC1
  -10	9	0.3	14	-14	-3	-6	1	·	-5
(16) CCOC(=O)c1cc(-c2ccccc2)n(CC(=O)NC(C)(C)C)c1C
  1	2	1.3	-9	9	0	0	-5	-4	5
(17) CC(C)CCNC(=O)CN(C(=O)Cn1nnc(-c2ccc(F)cc2)n1)C1CCCC1
  -2	-3	-1.7	-31	31	-4	-1	·	-3	22
(18) CC1=CC(=C(C#N)C#N)C=C(C)N1Cc1ccccc1
  -19	0	-1.4	-1	1	-1	0	-4	0	3
(19) CC(=O)Nc1c(C)ccc(S(N)(=O)=O)c1C
  -13	8	1.5	6	-6	3	-2	-1	-2	2
(20) Cn1ncc(Cl)c1C(=O)N1CCN(S(=O)(=O)c2cccs2)CC1
  -12	-2	0.0	26	-26	6	2	0	-5	-2

Further compounds.
Results follow in this order: PvdQ acylase	RTF Ca sens act	CDK5 inh	SR-BI DiI-HDL act	SR-BI DiI inh	HTR5A ag	dFosB activator	Wnt bcat act	MITF act	Rtt109 Vps75
(21) COc1cc(OC)cc(-c2cc(N)n(S(=O)(=O)c3cccc4nsnc34)n2)c1
  -5	-1	-2.2	·	·	-1	-2	-3	-7	-25
(22) Cc1ccc(S(=O)(=O)N2CCCCC2)cc1C(=O)NCc1ccc(S(N)(=O)=O)cc1
  -1	-4	-1.8	10	-10	-1	2	-1	4	5
(23) CC[C@H](C)C(=O)N[C@H]1CCCN1C(=O)/C=C/c1ccccc1
  -17	-5	-0.6	3	-3	-4	-1	-2	9	-16
(24) O=C(Nc1ccccc1Cl)N1CCN(c2ccc3nnc(-c4ccc(F)cc4)n3n2)CC1
  -1	1	1.6	-36	36	0	-17	·	-9	1
(25) Nc1nc(SCC(=O)Nc2cc(S(=O)(=O)N3CCOCC3)ccc2Cl)n[nH]1
  -11	1	-1.2	0	0	-2	0	-1	-1	2
(26) O=c1[nH]c2ccccc2cc1-c1nnn(-c2ccccc2)n1
  3	7	1.9	-7	7	21*	-3	-4	-9	-2
(27) S=c1nc(SCc2ccccc2)[nH]c2ccccc12
  -2	2	1.2	3	-3	-1	2	0	-7	5
(28) CCCCCC(=O)NC(=S)Nc1ccc(Br)cc1C
  2	6	-1.2	70*	-70	-2	1	0	5	-3
(29) Cc1ccc(S(=O)(=O)NC(CC(=O)N2CCc3ccccc32)c2ccco2)cc1 (configuration not stated)
  6	-1	1.4	·	·	0	-12	-1	6	24
(30) N#CCC(=N)N1CCN(c2ccccc2)CC1
  -8	-3	-1.4	33	-33	-2	-8	·	-12	1
(31) NC(=O)c1ccc(NC(=O)COc2coc(CN3CCc4ccccc4C3)cc2=O)cc1
  -22	3	1.5	18	-18	-2	2	-2	4	-5
(32) C=CCNC(=O)c1onc(CSc2cccc(OC)c2)c1C(=O)O
  -7	-3	1.4	20	-20	6	1	-3	-2	-13
(33) O=C(c1ccco1)N1CCN(c2cc(C(F)(F)F)nc3ncnn23)CC1
  -7	-1	-2.1	0	0	0	1	·	10	-12
(34) COc1ccccc1NS(=O)(=O)c1cc(NC(=O)Cn2cnc3c2c(=O)n(C)c(=O)n3C)ccc1C
  -18	8	-3.7	8	-8	·	0	-1	-7	-2
(35) NC(=O)c1ccc(NC(=O)Cc2cccs2)cc1
  -12	-1	-0.7	-2	2	2	-4	3	·	-2
(36) COc1cc(NC(=O)C2CCCCC2)c(OC)cc1NC(=O)CCC(=O)NCc1ccco1
  15	1	0.7	-49	49	-7	-4	-2	-8	12
(37) CCOc1ccc(N=C2NC(=O)C(CC(=O)Nc3ccccc3)S2)cc1 (configuration not stated)
  -18	3	-0.1	19	-19	0	4	-1	-2	-6
(38) BrC(=C\c1ccccc1)/C=N/n1cnnc1
  -12	1	1.3	5	-5	-8	-5	25	-81	-4
(39) Cc1ccc(C(=O)N2CC(C(=O)O)C2)cc1
  -11	·	-0.5	21	-21	·	0	-1	0	-12
(40) O=C(O)c1cc(-n2nnnc2SCc2ccc([N+](=O)[O-])cc2)ccc1Cl
  4	-2	-0.5	11	-11	0	-1	0	-5	0

The listing continues:
Results follow in this order: PvdQ acylase	RTF Ca sens act	CDK5 inh	SR-BI DiI-HDL act	SR-BI DiI inh	HTR5A ag	dFosB activator	Wnt bcat act	MITF act	Rtt109 Vps75
(41) COc1cccc(C(=O)NCC(c2cccs2)N2CCc3ccccc32)c1 (configuration not stated)
  4	-12	-2.7	-7	7	0	-5	-4	2	-4
(42) CN1CCN(c2ccc(NC(=O)c3ccccc3)cc2)CC1
  -15	-5	0.0	-44	44	1	-2	0	54	-10
(43) CC(NC(=O)c1sc2ccccc2c1Cl)C1CCCO1 (configuration not stated)
  -5	15	1.0	-3	3	9	-12	28	126*	0
(44) COC(=O)c1cc(OC)c(OC)cc1NC(=O)Nc1ccc(OC)cc1
  1	0	-0.8	3	-3	4	-3	·	-2	-8
(45) O=C(CCCc1ccccc1)N1CCN(C2CCCCC2)CC1
  13	0	3.4	10	-10	3	3	3	·	17

Of the compounds above, 6 have an NH in an aromatic ring:
Results follow in this order: PvdQ acylase	RTF Ca sens act	CDK5 inh	SR-BI DiI-HDL act	SR-BI DiI inh	HTR5A ag	dFosB activator	Wnt bcat act	MITF act	Rtt109 Vps75
(7) S=c1[nH]c2cc3ccccc3cc2[nH]1
  1	2	5.1	·	·	3	0	-9	-4	4
(9) Cc1ccc2[nH]c(=O)c(-c3nc4ccccn4c3NCc3ccco3)cc2c1
  12	-4	2.1	-8	8	-3	-3	55*	14	7
(14) COc1ccccc1NS(=O)(=O)c1ccc2oc(=S)[nH]c2c1
  -2	-3	-0.9	·	·	-1	-2	-3	-9	-3
(25) Nc1nc(SCC(=O)Nc2cc(S(=O)(=O)N3CCOCC3)ccc2Cl)n[nH]1
  -11	1	-1.2	0	0	-2	0	-1	-1	2
(26) O=c1[nH]c2ccccc2cc1-c1nnn(-c2ccccc2)n1
  3	7	1.9	-7	7	21*	-3	-4	-9	-2
(27) S=c1nc(SCc2ccccc2)[nH]c2ccccc12
  -2	2	1.2	3	-3	-1	2	0	-7	5

Screening results: PubChem, several laboratories
